Compound activity from PubChem BioAssay.
Kir21 inh: inhibitors of mouse Kir2.1 inward-rectifier potassium channel; P35561; HEK293-Kir2.1, FluxOR thallium flux fluorescence; active compounds read low; B-score at 10 µM; 310,000 compounds, 0.85% hits; AID 1672;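 active = fluorescence ratio B-score at or below minus 3 SD of library scores, with starting-brightness B-score within 2 SD, cut at about -4.2 in these data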;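 also: channel flux triggered by added potassium and thallium sulfate stimulus; B-score of peak minus minimum fluorescence over baseline after thallium stimulus; more negative B-score means stronger Kir2.1 block with less thallium influx; some compounds called inactive have numbers as strong as hits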
KCNQ2 block: KCNQ2 potassium channel inhibitors, primary screen, cell-based, CHO-K1, FluxOR thallium flux, B-score (AID 2156). 20 min; active compounds read low. B-score at 10 µM. 310,000 compounds, 1.1% hits. O88943;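 active = fluorescence ratio B-score at most minus 3 library SDs, with starting brightness B-score within 2 library SDs, cut at about -5.5 in these data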
Target sequence (O88943 whole entry, looked up): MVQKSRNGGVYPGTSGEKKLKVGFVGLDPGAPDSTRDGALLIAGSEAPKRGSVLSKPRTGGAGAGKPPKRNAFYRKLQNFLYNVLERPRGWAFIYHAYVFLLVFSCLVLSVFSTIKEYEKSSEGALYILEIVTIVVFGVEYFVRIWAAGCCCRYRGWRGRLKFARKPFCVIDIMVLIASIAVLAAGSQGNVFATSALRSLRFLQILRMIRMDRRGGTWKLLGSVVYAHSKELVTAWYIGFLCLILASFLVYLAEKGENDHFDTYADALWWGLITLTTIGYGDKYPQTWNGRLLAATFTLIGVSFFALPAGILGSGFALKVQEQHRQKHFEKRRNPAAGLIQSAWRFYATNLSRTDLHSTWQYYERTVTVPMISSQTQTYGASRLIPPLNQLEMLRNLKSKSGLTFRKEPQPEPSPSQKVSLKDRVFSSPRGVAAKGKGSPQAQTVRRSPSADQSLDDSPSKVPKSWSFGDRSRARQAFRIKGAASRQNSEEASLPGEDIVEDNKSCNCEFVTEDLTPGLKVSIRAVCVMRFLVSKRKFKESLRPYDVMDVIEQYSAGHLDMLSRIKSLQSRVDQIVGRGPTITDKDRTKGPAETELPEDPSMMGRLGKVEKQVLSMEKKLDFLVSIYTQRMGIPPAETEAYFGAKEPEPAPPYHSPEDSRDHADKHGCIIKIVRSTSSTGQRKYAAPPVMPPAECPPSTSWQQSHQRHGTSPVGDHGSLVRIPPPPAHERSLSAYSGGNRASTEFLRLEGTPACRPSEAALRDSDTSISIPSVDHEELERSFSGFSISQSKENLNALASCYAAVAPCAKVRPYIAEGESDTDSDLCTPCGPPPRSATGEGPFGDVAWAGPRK
Starred values were filed as active, the others as inactive; i = inactive.

SMILES	Kir21 inh	KCNQ2 block
CC(=O)OC1C([N+]2(C)CCCCC2)C[C@H]2C3CC[C@H]4C[C@H](OC(C)=O)C([N+]5(C)CCCCC5)CC4(C)[C@H]3CCC12C (stereo partly specified)	1.9	i
COc1cc(OC)cc(C(=O)NCCSCc2ccco2)c1	0	i
Cc1c(C)c2cc(Cl)c(O)c(CN3CCN(C)CC3)c2oc1=O	0.63	i
CC1CC(C)CN(C(=O)COC(=O)CCc2nc3ccccc3c(=O)[nH]2)C1 (stereo unspecified)	-0.69	i
Cc1nc(-c2cccc(C(F)(F)F)c2)sc1C(=O)O	1.6	i
O=C1CCCc2ccccc2N1Cc1ccc(F)cc1	-0.56	i
COCc1[nH]nc2c1C1(CCSCC1)C(C#N)=C(N)O2	-1.8	i
COc1ccc2c(c1)CCc1c(C(=O)NCc3cccnc3)noc1-2	0.95	i
Cc1ccc(S(=O)(=O)N2CCC(C(=O)NCCCn3ccnc3)CC2)cc1	0.02	i
Cc1ccc(NC(=O)CSc2nc3sc(C)cc3c(=O)n2C)cc1	0.51	i
O=C(COc1ccccc1Cl)N1CCN(c2ccc([N+](=O)[O-])c(N3CCOCC3)c2)CC1	-0.02	i
C=CCNC(=O)NC(=O)COC(=O)C(C)Oc1ccc(Cl)cc1Cl (stereo unspecified)	0.16	i
CCOc1ccc(N2CC(C(=O)Nc3ccc(N4CCOCC4)cc3)CC2=O)cc1 (stereo unspecified)	0.27	i
COc1ccc(/C=C(\C#N)C(=O)Nc2ccccn2)cc1	-1.3	i
Cc1cc(C)nc(N(C#N)CCOc2ccccc2)n1	-1	i
COc1ccc(CCNC(=O)Cn2c(=O)n(-c3ccc(F)cc3)c(=O)c3sccc32)cc1OC	0.99	i
COc1ccccc1C(=O)OCCN1CCOCC1	1.5	i
O=c1[nH]c(SCc2ccccc2F)nc2ccccc12	-0.37	i
COc1ccc(CCNC2CCN(C)CC2)cc1OC	0.51	i
CC(C)NS(=O)(=O)c1ccc(OCC(=O)Nc2cccc3ccccc23)cc1	0.62	i
NC(=O)CC(NC(=O)c1ccc(Br)cc1)c1ccc(N2CCC(Cc3ccccc3)CC2)c([N+](=O)[O-])c1 (stereo unspecified)	0.89	i
Cc1cc(C)c(C#N)c(N2CCN(c3ccccc3)CC2)n1	-0.94	i
Nc1cccc(Oc2ccc([N+](=O)[O-])cc2)c1	-2	i
O=c1[nH]c(C2CCN(S(=O)(=O)/C=C/c3ccccc3)CC2)nc2c1nnn2Cc1ccc(F)cc1	-0.67	i
CC1(C)CC(=O)C=C(NCCc2ccccc2)C1	-0.27	i

A second format for part of the listing above:
> COc1ccc(/C=C(\C#N)C(=O)Nc2ccccn2)cc1
  Kir21 inh = -1.3
  KCNQ2 block = i
> COc1ccc(CCNC2CCN(C)CC2)cc1OC
  Kir21 inh = 0.51
  KCNQ2 block = i

New compounds follow.
SMILES	Kir21 inh	KCNQ2 block
Oc1ccc(-c2csc(-c3c[nH]c4ccccc34)n2)c(O)c1	0.84	i
COc1ccc2oc(=O)cc(CN3CCN(Cc4ccc(OC)c(OC)c4OC)CC3)c2c1	-0.76	i
O=C(O)C=C(Br)Br	0.55	i
CC(=O)N1CCSc2ccc(S(=O)(=O)NCCc3ccc(Cl)cc3)cc21	-3.2	i
CCOC(=O)c1cc(-c2ccccc2)sc1NC(=O)CSc1nnnn1C	-0.93	i
O=C(c1cccc(C(=O)N2CCN(c3ccccc3F)CC2)c1)N1CCN(c2ccccc2F)CC1	0.06	i
COc1ccc(Nc2c3c(nc4ccccc24)CCC3)cc1	-12*	i
O=C(O)c1c2c(nc3ccccc13)/C(=C/c1ccc(O)cc1)CC2	-1.1	i
COc1ccc(COC(=O)C2=C(C)NC(=O)NC2c2ccccc2)cc1 (stereo unspecified)	-0.52	i
Cc1cc2c(cc1C)N(C(=O)CSC1=NCCS1)C(C)(C)c1ssc(=S)c1-2	1.6	i
O=C(N/N=C/c1ccccc1[N+](=O)[O-])c1ccc(COc2ccccc2-c2ccccc2)cc1	2	i
O=C(Nc1nc(-c2ccc(F)c(F)c2)cs1)Nc1ccc(F)cc1F	0.08	i
O=C(COc1ccc(Cl)cc1)Nc1ccccc1CO	0.98	i
COc1ccc(-c2cc(-c3ccc(OC)cc3)[nH]n2)cc1	-0.07	i
COCCNC(=S)N1CCN(c2nc(-c3cccc(OC)c3)cs2)CC1	-0.21	i
COC(=O)c1ccc2c(=O)n(CCCCCC(=O)NCc3ccc4c(c3)OCO4)c(=O)[nH]c2c1	0.4	i
O=C(NCc1ccc(F)cc1)Nc1cccc(Cl)c1	-0.33	i
Nc1nc(Nc2ccccc2)sc1C(=O)c1ccccc1	2.1	i
COc1cc(CCC(=O)OCC(=O)Nc2ccccc2C#N)cc(OC)c1OC	-0.6	i
COc1cccc(OC)c1OCCCCc1c(C)n[nH]c1C	-1.7	i
CC12CCC(C(N)=O)(C1Br)C2(C)C (stereo unspecified)	1	i
CCC(C)Nc1nc(OC(C(F)(F)F)C(F)(F)F)nc(OC(C(F)(F)F)C(F)(F)F)n1 (stereo unspecified)	0.22	i
COCCNC(=O)CSc1nc2ccccc2c(=O)n1CCC(=O)N1CCN(c2ccccc2)CC1	1.2	i
Cc1cccc(CSCCNC(=O)CN2C(=O)c3ccccc3S2(=O)=O)c1	-0.39	i
CC[C@@H]1CC=C[C@H]2[C@H]1C(=O)N(Cc1ccccc1)[C@H]2c1ccc2ccccc2c1	0.1	-5.7*

5 successive entries out of the list so far:
SMILES	Kir21 inh	KCNQ2 block
CC12CCC(C(N)=O)(C1Br)C2(C)C (stereo unspecified)	1	i
CCC(C)Nc1nc(OC(C(F)(F)F)C(F)(F)F)nc(OC(C(F)(F)F)C(F)(F)F)n1 (stereo unspecified)	0.22	i
COCCNC(=O)CSc1nc2ccccc2c(=O)n1CCC(=O)N1CCN(c2ccccc2)CC1	1.2	i
Cc1cccc(CSCCNC(=O)CN2C(=O)c3ccccc3S2(=O)=O)c1	-0.39	i
CC[C@@H]1CC=C[C@H]2[C@H]1C(=O)N(Cc1ccccc1)[C@H]2c1ccc2ccccc2c1	0.1	-5.7*

Following part.
SMILES	Kir21 inh	KCNQ2 block
COc1ccc(N(Cc2cc3cc(OC)ccc3[nH]c2=O)S(C)(=O)=O)cc1	0.07	i
COc1ccc(/C=C\C(=O)NCc2ccc3c(c2)cc(C)n3C)cc1OC	0.58	i
Cc1ccccc1OCCC(=O)OCC(=O)NCCc1ccccc1	0.42	i
Cc1cc(C(F)(F)F)nn1CC(=O)NCc1ccccc1	0.54	i
C/C(CCc1ccc2c(c1)OCO2)=N\N=C1\NC(=O)CC(C(=O)Nc2ccccc2F)S1 (stereo unspecified)	-0.45	i
CCOC(=O)c1nnc(-c2ccccc2)nc1Oc1ccc(Cl)cc1	-1.1	i
CC(Cc1cccnc1)NC(=O)c1cc(COc2c(F)cccc2F)on1 (stereo unspecified)	-0.01	i
COc1ccc(CCN(C)C(=O)CSc2nc3ncc(Cl)cc3[nH]2)cc1OC	0.94	i
CC(=O)c1c(C)[nH]c(C(=O)CN2C(=O)NC(C)(c3ccc4c(c3)OCO4)C2=O)c1C (stereo unspecified)	0.87	i
O=C(COC(=O)CCSc1ccc(Cl)cc1)NCc1ccccc1Cl	1.1	i
OCCC1CN(Cc2cccn2-c2nccs2)CCN1Cc1ccccc1 (stereo unspecified)	0.1	i
NC(=O)CCn1c(C(=O)c2cccc([N+](=O)[O-])c2)c2ccccc2[n+]1[O-]	2.7	i
O=C(O)c1ccccc1Sc1c([N+](=O)[O-])cc(C(F)(F)F)cc1[N+](=O)[O-]	0.35	i
COC(=O)C1CCCCN1C(=O)c1cccc(OC2CCN(C(=O)C3CC3)CC2)c1 (stereo unspecified)	-1.5	i
Cc1onc(-c2ccccc2)c1C(=O)NCC(O)c1ccccc1 (stereo unspecified)	0.01	i
Cc1oc2c(CN3CCCC(C)C3)c(O)ccc2c(=O)c1-c1ccccc1 (stereo unspecified)	-0.37	i
CC(OC(=O)Cc1n[nH]c(=O)c2ccccc12)C(=O)Nc1cc(Cl)cc(Cl)c1 (stereo unspecified)	-0.32	i
Cc1sc2ncnc(NCc3ccco3)c2c1C	3	i
COc1ccc(CNCc2ccc([N+](=O)[O-])cc2)cc1OC	-0.08	i
O=C(C[N+]1(CC#Cc2ccccc2)CCOCC1)c1ccc(Cl)cc1	-0.15	i
Cc1ccn(CCSCC(=O)O)n1	-0.52	i
NC(=O)c1c(NC(=O)Cc2cccs2)sc2c1CCC2	0.61	i
CCCCN(C(=O)c1cc(Cl)nc2ccccc12)c1c(N)n(Cc2ccccc2)c(=O)[nH]c1=O	0.51	i
CCSc1nnc2nc(C)cc(C)n12	-0.33	i
O=C(c1cc2ccccc2o1)N1CCCCCC1	1.5	i

Entries listed so far printed as active in Kir21 inh:
SMILES	Kir21 inh	KCNQ2 block
COc1ccc(Nc2c3c(nc4ccccc24)CCC3)cc1	-12*	i

Next section.
SMILES	Kir21 inh	KCNQ2 block
Cc1cc(F)ccc1S(=O)(=O)NCC(c1cccnc1)N1CCc2ccccc21 (stereo unspecified)	-2.1	i
COc1ccccc1Cn1nnc2c(=O)[nH]c(C3CCN(C(=O)c4ccc(F)cc4)CC3)nc21	2.3	i
CCSc1nc2cc(C(=O)OC)ccc2c(=O)n1CC	-1.4	i
Clc1ccc(CNC2CCN(Cc3ccccc3)CC2)cc1	-13*	i
CCCCC(=O)Nc1nn(CCC)c2nc3ccccc3cc12	1	i
COc1ccc(/C=C(/C#N)C(=O)Nc2ccc(C)cc2C)cc1C(=O)O	-1	i
C=CC(=O)NC(C)(C)Cc1ccccc1	1.2	i
O=C(NC1CCCCC1)c1ccc(S(=O)(=O)c2ccccc2)cc1	0.82	i
OCCNc1nc(Nc2ccccc2Oc2ccccc2)nc(N2CCCC2)n1	2.4	i
Cc1noc(C)c1CSc1ccc(Br)cc1	-0.16	i
CCCCCC(O)(c1ccc(OC)cc1)C(CN1CCOCC1)c1ccccc1 (stereo unspecified)	-1.7	i
Cc1ccc(C(=O)c2ccc(N3CCOCC3)c(F)c2)cc1	0.03	i
O=C(CNc1ccc2ccccc2c1)N/N=C/c1ccccn1	-0.13	i
CCc1ccc(/C=C2/SC(=S)N(CCC(=O)Nc3ccc(C(=O)O)cc3)C2=O)cc1	-0.07	i
COc1cc(CN2CCN(C(=O)c3ccccc3F)CC2)cc(OC)c1OC	0.3	i
O=C(CCSCc1ccccc1Cl)N1CCN(c2ccccn2)CC1	-0.89	i
O=C(COC(=O)c1ccccc1Br)Nc1cc(S(=O)(=O)N2CCOCC2)ccc1N1CCCC1	1.2	i
CCN(CC)C(=O)CSc1nnc(-c2ccccn2)n1-c1ccccc1OC	1.2	i
O=C(Cc1ccccc1)N/N=C/c1ccc(-c2ccc([N+](=O)[O-])cc2)o1	-0.03	i
O=[N+]([O-])c1cccc(S(=O)(=O)NCc2ccccn2)c1	-0.02	i
Cc1cc[n+](CC(=O)c2cc3ccccc3oc2=O)cc1	3.2	i
Cc1cc2oc(=O)cc(CSc3nc(N)cc(N)n3)c2cc1C(C)C	-0.06	i
CCOc1ccc(C(C)=O)cc1Cn1c(=O)oc2ccccc21	-0.34	i
CC1(c2cccc(Br)c2)NC(=O)NC1=O (stereo unspecified)	0.44	i
COC(=O)CCc1nc2ccccc2nc1OC	1.6	i

3 structures from above, arranged by number of heavy atoms, ascending:
SMILES	Kir21 inh	KCNQ2 block
O=C(c1cc2ccccc2o1)N1CCCCCC1	1.5	i
Cc1oc2c(CN3CCCC(C)C3)c(O)ccc2c(=O)c1-c1ccccc1 (stereo unspecified)	-0.37	i
COCCNC(=O)CSc1nc2ccccc2c(=O)n1CCC(=O)N1CCN(c2ccccc2)CC1	1.2	i

Later entries.
SMILES	Kir21 inh	KCNQ2 block
O=C(CSc1nnc(-c2c[nH]c3ccccc23)o1)c1ccc(-c2ccccc2)cc1	0.51	i
O=S(=O)(NCCN1CCOCC1)c1ccc(F)c(Cl)c1	0.53	i
Cc1ccc2cc(CN(Cc3ccco3)C(=O)NC3CCCCC3)c(=O)[nH]c2c1C	2.4	i
O=[N+]([O-])c1ccccc1OCCCOc1cccc2cccnc12	-0.26	i
CCOC(=O)/C=C/c1ccc2oc3ccccc3c(=O)c2c1	0.37	i
c1csc(Cn2c(-c3cccs3)nc3ccccc32)c1	-3.5	i
O=C(CNC1CCCCC1)Nc1cc(S(=O)(=O)N2CCOCC2)ccc1Cl	1.1	i
COc1ccccc1-n1cc(CN2CCCC(CO)(Cc3cccc(Cl)c3)C2)cn1 (stereo unspecified)	-1.5	i
CC(CCc1ccco1)NC(=O)Cn1ncc2c1-c1ccccc1OC2 (stereo unspecified)	-2.9	i
Clc1cccc(CON/C=N/c2ncnc3sccc23)c1	-1.1	i
O=C(NC(=S)N1CCN(C2CCCCC2)CC1)c1ccccc1	-0.01	i
COc1cccc(C(C2=C(O)CC(C)(C)CC2=O)C2C(=O)CC(C)(C)CC2=O)c1 (stereo unspecified)	2.3	i
COc1ccc(S(=O)(=O)N2CCC(C(=O)NCCC(=O)Nc3nccs3)CC2)cc1	0.26	i
Cn1c(=O)c(C(=O)Nc2ccccn2)c(O)c2ccccc21	0.32	i
CC1=C(C#N)C(=O)NC(=O)/C1=C/c1ccc(-c2ccc(S(N)(=O)=O)cc2)o1	-0.61	i
CC(=C/C(=O)O)/C=C/c1ccco1	-1	i
Cc1nnc(NC(=O)CSc2nccn2-c2cccc(C)c2C)s1	1.4	i
COc1ccc(OC)c(C2=NS(=O)(=O)N(C)C(C(=O)Nc3ccc(C(C)=O)cc3)=C2)c1	0.43	i
CCC/C=C(\CCC)C(NC(=O)c1ccc(C(=O)OC)cc1)c1ccc(C(=O)OC)cc1 (stereo unspecified)	0.06	-7.2*
CC(C)Cn1c(CCCNC(=O)c2ccco2)nc2ccccc21	-3.9	i
C/C(Cl)=C/Cn1c(N2CCCC2)nc2c1c(=O)[nH]c(=O)n2C	0.22	i
CCCSC1=NN2CCCC(=O)N=C2S1	-0.73	i
